FUS suppressor: qHTS for Suppressors of FUS Proteinopathy: Primary screen using FUS-linked yeast assay. AID 1347120, 2019. 390,000 compounds, 0.24% hits. Potency, µM (highest dose often 76.6 µM), for inactives: at the highest dose growth rescue (activation), actives largely listed as activators. S. cerevisiae FUS-expressing, growth rescue, OD600, 24 h;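 note: potency is the fitted concentration of half-maximal effect; plate controls were DMSO vehicle for no effect and reference control for full effect; nearly all actives have a fitted effect of over 55% in size; some results filed as inactive show a strong effect at the top dose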
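Cultures pregrown in 2.5% raffinose medium are shifted to minimal medium containing 2% galactose to express toxic FUS. Compounds are tested at several concentrations. After 24hr at 30C, growth is quantified at 600 nm absorbance.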
TDP43 rescue: qHTS of TDP-43 Inhibitors. TDP-43 expressing yeast growth rescue, BacTiter-Glo, 24 h. Potency, µM (highest dose often 46.1 µM), without a hit: top-dose growth rescue (activation), actives largely listed as activators. 410,000 compounds, 1.8% hits. AID 652104, 2013; note: potency is the fitted concentration of half-maximal effect; % of control where 0% means no effect; nearly all actives have a fitted effect of over 50% in size
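Yeast expressing TDP-43 (pregrown in raffinose, seeded at OD600=0.02 in galactose medium) exposed to compounds 24 hr at 30 deg C. Growth read by BacTiter-Glo luminescence; rescue of toxicity appears as increased signal.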
GLP1R inv ag: qHTS of GLP-1 Receptor Inverse Agonists (Inhibition Mode); 410,000 compounds, 1.6% hits; Glucagon-like peptide 1 receptor (Homo sapiens), P43220; Potency, µM (top dose mostly 38.3 µM), without a hit: top-dose activity change, negative = inhibition, usual class: inhibitors; AID 624417, 2012; HEK293 GLP-1R CRE-luciferase, luminescence, 24 h; GLP-1R form is constitutively active; note: potency is the fitted concentration of half-maximal effect; % is set by controls: 0 for no effect and ±100 for the full control effect; nearly all actives have a fitted effect of over 55% in size
Target sequence (P43220 whole entry, looked up): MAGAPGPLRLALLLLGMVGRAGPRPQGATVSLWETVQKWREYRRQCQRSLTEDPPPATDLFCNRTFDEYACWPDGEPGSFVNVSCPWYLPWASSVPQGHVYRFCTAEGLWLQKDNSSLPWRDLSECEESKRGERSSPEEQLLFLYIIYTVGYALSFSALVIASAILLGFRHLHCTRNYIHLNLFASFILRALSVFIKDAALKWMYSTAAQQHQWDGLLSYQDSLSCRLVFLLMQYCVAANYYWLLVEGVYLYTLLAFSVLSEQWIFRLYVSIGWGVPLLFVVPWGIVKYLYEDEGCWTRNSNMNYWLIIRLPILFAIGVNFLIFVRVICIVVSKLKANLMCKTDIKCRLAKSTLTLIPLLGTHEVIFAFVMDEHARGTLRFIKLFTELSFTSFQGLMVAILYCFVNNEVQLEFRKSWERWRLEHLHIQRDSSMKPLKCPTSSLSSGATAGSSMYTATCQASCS
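Luminescence readout: a drop in cAMP-driven luciferase signal flags inverse agonism at a constitutively active GLP-1R stably expressed in HEK293. Compound exposure lasted 24 hr at 37 deg C, 5% CO2.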
Akt phos inh: HTS Assay for Inhibitors of Akt Phophorylation: Primary Screen. activity change, % for hits at 50 µM. 360,000 compounds, 0.32% hits. AID 651550, 2012. Neuro2A IGF-stimulated pAkt S473 HTRF, 20 min; active compounds read low; in the data active = activity change below about -80%; inconclusive = mostly about -51% to -80%; note: % is set by controls: 0 for no effect and ±100 for the full control effect
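Single-point screen (50 µM final compound) in Neuro2A cells stimulated 20 min with 6 nM IGF at 37 deg C. After lysis, Ser473-phosphorylated Akt read by HTRF (ex 330 nm, em 615/665 nm) as the 665/615 ratio.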
PTHR1 ag: qHTS for PTHR1 Agonists: Primary Screen; AID 743266, 2014; HEK293 GP2 PTHR1 cells, GloSensor cAMP luminescence, 1 h; Potency, µM (series often up to 115 µM), for inactives: top-dose activation, hits mostly activators; 410,000 compounds, 0.075% hits; note: potency is the fitted concentration of half-maximal effect; nearly all actives have a fitted effect of over 55% in size; some results filed as inactive show a strong effect at the top dose; inactives centre near -15; many of its hits are not listed in these tables
Target sequence (Q03431 whole entry, looked up): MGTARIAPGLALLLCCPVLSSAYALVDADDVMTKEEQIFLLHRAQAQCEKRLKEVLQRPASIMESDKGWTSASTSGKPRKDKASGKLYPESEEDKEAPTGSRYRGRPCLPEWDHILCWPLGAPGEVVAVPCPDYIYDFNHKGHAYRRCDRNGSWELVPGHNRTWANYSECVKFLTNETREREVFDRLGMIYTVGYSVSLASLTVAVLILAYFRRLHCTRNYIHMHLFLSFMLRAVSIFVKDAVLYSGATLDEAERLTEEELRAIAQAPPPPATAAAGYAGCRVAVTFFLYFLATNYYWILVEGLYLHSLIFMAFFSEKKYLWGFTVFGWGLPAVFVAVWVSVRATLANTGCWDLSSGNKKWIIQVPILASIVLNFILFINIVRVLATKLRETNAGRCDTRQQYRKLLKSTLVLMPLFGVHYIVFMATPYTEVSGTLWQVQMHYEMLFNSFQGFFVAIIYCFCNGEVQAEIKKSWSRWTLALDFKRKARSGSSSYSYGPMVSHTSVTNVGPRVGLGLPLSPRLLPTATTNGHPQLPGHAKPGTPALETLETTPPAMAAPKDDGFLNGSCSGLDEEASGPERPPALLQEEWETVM
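HEK-293-derived GP2 cells expressing PTHR1 and a GloSensor cAMP reporter, 3,000/well, plated overnight, given luciferin plus IBMX (each 0.5 mM as added) for 1 h at 37 °C, then compound for 1 h at 37 °C. Luminescence was read after 15 min at room temperature.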
aSyn yeast inh: qHTS of alpha-syn Inhibitors; Yeast expressing alpha-synuclein, growth rescue, BacTiter-Glo, 24 h; Potency, µM (doses to about 46.1 µM), inactives show at the highest dose growth rescue (activation), usual class: activators; 370,000 compounds, 0.14% hits; note: potency is the fitted concentration of half-maximal effect; % of control where 0% means no effect; nearly all actives have a fitted effect of over 65% in size
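Rescue of yeast growth: cells expressing toxic alpha-synuclein, induced in galactose at OD600 0.02, incubated with compound 24 h at 30 C. ATP luminescence quantified growth; inhibitors of toxicity appear as activators.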
GLP1R cytotox: qHTS of GLP-1 Receptor Inverse Agonists: Cytotox Screen; HEK293 cAMP-luciferase reporter cells, luminescence, 24 h; Potency, µM (top dose mostly 38.3 µM), without a hit: at the highest dose activity change, negative = inhibition, hits mostly inhibitors; 410,000 compounds, 0.13% hits;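 note: loss of luciferase light is scored as toxicity; potency is the fitted concentration of half-maximal effect; % is set by controls: 0 for no effect and ±100 for the full control effect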
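Compound-treated cells are incubated 24 hr at 37 deg C under 5% CO2 after a 12 hour attachment period, then luciferase detection reagent is added and luminescence is measured following 12 min at room temperature; lowered signal indicates toxicity.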
Abeta yeast res: qHTS for compounds that reverse cellular toxicity of Amyloid beta (A-beta) peptide in yeast: Primary Screen | yeast expressing A-beta42, growth rescue, OD600, 48 h; response scale: 0% DMSO, 100% iron-clioquinol control | Potency, µM (highest dose often 46.1 µM), without a hit: top-dose growth rescue, actives largely listed as activators | 410,000 compounds, 0.063% hits | AID 1347071, 2019; note: potency is the fitted concentration of half-maximal effect; nearly all actives have a fitted effect of over 55% in size
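Yeast growth medium received pinned compounds, then yeast cells expressing toxic A-beta were added; plates incubated at 30 C for 48 hr. Growth read as absorbance at 600 nm, normalized to DMSO and equimolar FeCl3 plus clioquinol controls.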
Mm-Cpn inhibitor: Inhibitors of TCP-1 ring complex (TRiC) of Methanococcus maripaludis (MmCpn): qHTS; Chaperonin Mm-Cpn (Methanococcus maripaludis); Potency, µM (series often up to 76.9 µM), without a hit: top-dose activity, negative = inhibition, hits mostly inhibitors; purified Mm-Cpn ATPase, ADP Transcreener TR-FRET; AID 504842, 2011; 330,000 compounds, 0.031% hits; note: potency is the fitted concentration of half-maximal effect; % is set by controls: 0 for no effect and ±100 for the full control effect; nearly all actives have a fitted effect of over 80% in size
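Compound-treated chaperonin, 25 nM final, turns over 10 uM ATP at 37°C for 30 min following a 10 min preincubation; ADP generated competes with ADP-d2 for Eu-cryptate antibody, lowering FRET.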
The depositor's hits bear a star; i = inactive; ? = inconclusive; . = not tested or not shown; [ ] = another dose, or the depositor's remark. Unless noted, calls come from the whole dose curve; as a rule, active = well fitted curve in the direction sought with a large enough effect; inconclusive = small, poorly fitted or top-dose-only effect, or another doubt; inactive = no such curve, though single readings can be large; an effect the other way counts as inactive or inconclusive.

#	SMILES	FUS suppressor	TDP43 rescue	GLP1R inv ag	Akt phos inh	PTHR1 ag	aSyn yeast inh	GLP1R cytotox	Abeta yeast res	Mm-Cpn inhibitor
1	COc1ccc(OC)c(NC(=O)NNS(=O)(=O)c2ccc(C)cc2C)c1	6%	24%	9%	i	i	0%	17%	7%	-1%
2	CCOC(=O)c1c(C)[nH]c(C)c1S(=O)(=O)NC1CCN(C(=O)OCC)CC1	-7%	5%	5%	i	-5%	2%	-10%	8%	3%
3	CN(C)S(=O)(=O)c1cccc(NC(=O)c2cc([N+](=O)[O-])ccc2N2CCCCC2)c1	14%	?	87%[activator]	i	-28%	11%	5%	10%	-3%
4	CCCCN(C)C(=O)CCCc1c[nH]c2ccccc12	26%	5%	-18%	i	-10%[57.5 µM]	8%	18%	8%	3%
5	CCC(=O)Nc1ccc2nc(SCCOc3cccc(C)c3)sc2c1	6%	-7%	-18%	.	i	.	3%	-19%	.
6	COc1ccc(C(NC(=O)CC(C)C)c2c(O)ccc3ccccc23)cc1 (configuration not stated)	-13%	14%	?	i	-29%	4%	-26%	-5%	1%
7	Cc1c(-c2n[nH]c(=S)n2-c2ccc(Br)cc2)nnn1-c1ccc(Cl)cc1	2%	2%	0%	i	-3%	3%	0%	4%	1%
8	CCOC(=O)Cn1cnc2c(sc3nc(C)cc(C)c32)c1=O	-4%	13%	9%	i	-52%[inhibitor]	0%	-12%	11%	-3%
9	COC(=O)Cn1cnc2c(cnn2-c2ccc(OC)cc2)c1=O	4%	14%	11%	i	i	0%	-10%	-2%	0%
10	CCCCc1nc(N)c(C#N)c(-c2ccco2)c1CCC	15%	?	-5%	i	21%[57.5 µM]	-25%	-2%	-14%	-3%
11	NC(=O)c1ccccc1NC(=O)c1ccccc1Cl	-20%	-16%	5%	i	i	-1%	3%	0%	1%
12	CC1Cc2ccccc2N1C(=O)C1CC(=O)N(c2ccccc2)C1 (configuration not stated)	12%	24%	7%	i	i	-4%	1%	1%	-1%
13	CCN(Cc1ccccc1)C(=O)CN1C(=O)NC(CC)(c2ccc(F)cc2)C1=O (configuration not stated)	8%	17%	-18%	i	-14%	1%	-1%	26%	-1%
14	Cc1ccc(Cl)cc1N(C)C(=O)c1cn(C2CCCCC2)c(=O)c2c1c1ccccc1n2C	-27%	0%	-6%	.	i	.	8%	-21%	.
15	CCN(CC(=O)Nc1c(F)cccc1F)C(=O)CNC(=O)c1ccc2ccccc2c1	.	9%	-3%	i	i	-9%	-20%	-6%	0%

Complete entries from above. Order of values: FUS suppressor, TDP43 rescue, GLP1R inv ag, Akt phos inh, PTHR1 ag, aSyn yeast inh, GLP1R cytotox, Abeta yeast res, Mm-Cpn inhibitor
COc1ccc(OC)c(NC(=O)NNS(=O)(=O)c2ccc(C)cc2C)c1 in the list: 6%, 24%, 9%, i, i, 0%, 17%, 7%, -1%
CN(C)S(=O)(=O)c1cccc(NC(=O)c2cc([N+](=O)[O-])ccc2N2CCCCC2)c1 in the list: 14%, ?, 87%[activator], i, -28%, 11%, 5%, 10%, -3%
CCC(=O)Nc1ccc2nc(SCCOc3cccc(C)c3)sc2c1 in the list: 6%, -7%, -18%, ., i, ., 3%, -19%, .
CC1Cc2ccccc2N1C(=O)C1CC(=O)N(c2ccccc2)C1 (configuration not stated) in the list: 12%, 24%, 7%, i, i, -4%, 1%, 1%, -1%
CCOC(=O)c1c(C)[nH]c(C)c1S(=O)(=O)NC1CCN(C(=O)OCC)CC1 in the list: -7%, 5%, 5%, i, -5%, 2%, -10%, 8%, 3%

Fetched one by one from above (two):
#	SMILES	FUS suppressor	TDP43 rescue	GLP1R inv ag	Akt phos inh	PTHR1 ag	aSyn yeast inh	GLP1R cytotox	Abeta yeast res	Mm-Cpn inhibitor
6	COc1ccc(C(NC(=O)CC(C)C)c2c(O)ccc3ccccc23)cc1 (configuration not stated)	-13%	14%	?	i	-29%	4%	-26%	-5%	1%
7	Cc1c(-c2n[nH]c(=S)n2-c2ccc(Br)cc2)nnn1-c1ccc(Cl)cc1	2%	2%	0%	i	-3%	3%	0%	4%	1%

Next results
#	SMILES	FUS suppressor	TDP43 rescue	GLP1R inv ag	Akt phos inh	PTHR1 ag	aSyn yeast inh	GLP1R cytotox	Abeta yeast res	Mm-Cpn inhibitor
16	COC(=O)c1ccc(NC(=O)CCc2c(C)nn(-c3ccc(N4CCOCC4)nn3)c2C)cc1	14%	24%	2%	.	-21%	.	0%	-6%	.
17	C[C@H](CO)N1C[C@H](C)[C@@H](CN(C)C(=O)Nc2ccc3c(c2)OCO3)Oc2ccc(NC(=O)C3CCCCC3)cc2C1=O	?	11%	14%	i	i	3%	-5%	6%	-4%
18	Cc1sc2nc(CSCC(=O)N(CCC#N)c3ccccc3)[nH]c(=O)c2c1C	-14%	?	19%	i	-40%[inhibitor]	0%	-12%	12%	2%
19	O=C(CCc1ccccc1)NCCCNC(=O)CCc1ccccc1	1%	5%	-7%	i	i	-6%	5%	-9%	0%
20	COc1cccc(NCc2ccc([N+](=O)[O-])s2)c1	.	9%	19%	i	i	6%	-12%	2%	-2%
21	Cc1ccc2nc(SCC(=O)NCc3ccc(F)cc3)nc(=O)n2c1	-9%	10%	13%	i	i	-2%	-5%	5%	1%
22	CCCCNC(=O)OC(C)CNC(=O)OC (configuration not stated)	-16%	10%	8%	i	i	1%	1%	-5%	1%
23	C=CCSC1=N/C(=C\c2ccsc2)C(=O)S1	-2%	-11%	-13%	.	-9%[57.5 µM]	0%	-4%	10%	1%
24	COc1ccc(-c2nnnn2C)cc1S(=O)(=O)NCc1ccccc1	4%	-8%	-2%	i	19%[57.5 µM]	-10%	7%	-17%	-1%
25	O=C(CCC(=O)Nc1ccc(F)cc1)N/N=C/c1ccccc1	-23%	15%	-5%	i	-13%	0%	-10%	-4%	-3%
26	CCOC(=O)C1=C(c2cccc(Oc3ccccc3)c2)NC(=S)NC1C (configuration not stated)	16%	?	?	i	-14%	-12%	?	28%	-10%
27	CCOc1ccc(-c2nc(CSCC(=O)NCc3ccc(Cl)cc3)c(C)o2)cc1	?	-8%	-19%	.	-17%	.	7%	-5%	.
28	Cc1ccsc1C(=O)N(C)CC(=O)N(CC(C)C)c1c(N)n(CC(C)C)c(=O)[nH]c1=O	13%	-23%	11%	i	10%	-2%	6%	-14%	2%
29	Cc1ccccc1N(C)C(=O)c1coc(=O)c2ccccc12	16%	1%	-15%	i	i	-13%	5%	-14%	1%
30	Cc1nc2c(O)c3c(c(O)c2nc1C)C1C=CC3CC1	.	13µM*	?	i	-22%	8%	5.6µM*	-26%	.
31	Cc1ccc2nc(N(CCCN(C)C)C(=O)CCc3ccccc3)sc2c1	31%	-2%	?	i	i	5%	?	-12%	0%
32	CCc1ccc(NC(=O)c2cc(C)on2)cc1	13%	-8%	-8%	i	-48%	-6%	2%	-5%	-1%
33	O=C(N/N=C/c1c[nH]c2ccccc12)C1CC1(c1ccccc1)c1ccccc1 (configuration not stated)	.	-7%	4.5µM*	i	-25%	12%	?	-9%	0%
34	COc1cc2ccccc2cc1C(=O)Nc1ccc2oc(=O)ccc2c1	4%	3%	0%	i	i	0%	?	-9%	-4%
35	COc1ccc(CCN(C)CC(O)COc2c(C)ccc(C)c2C)cc1OC (configuration not stated)	-17%	4%	?	i	11%	10%	2%	-4%	-1%
36	Cc1ccc(C)c(-n2c(C)cc(/C=N/NC(=O)c3c(C)nc4cc(C)ccn34)c2C)c1	57%	9%	0%	i	i	3%	-25%	3%	3%
37	CC1CCCN(C(=O)c2cc(-c3ccco3)nc3ccccc23)C1 (configuration not stated)	25%	?	-16%	i	2%	-17%	14%	-9%	-4%
38	COc1ccccc1C(=O)NCCC(=O)NCC(c1ccccc1)N(C)C (configuration not stated)	-4%	-19%	1%	i	-16%	11%	-16%	-23%	-1%
39	COc1ccccc1N1CCN(C(=O)c2ccc(C(C)(C)C)cc2)CC1	?	?	?	i	i	-9%	-6%	-16%	-4%
40	CC1(C(=O)NS(=O)(=O)C2CC2)CCN(C(=O)c2ccccc2C(F)(F)F)C1 (configuration not stated)	-20%	15%	24%	i	11%	0%	-5%	-17%	.
41	CC(=O)c1ccc(NC(=O)NC2CCCc3ccccc32)cc1 (configuration not stated)	-6%	13%	?	i	-8%	0%	-14%	7%	-2%
42	O=C(Nc1nnc(-c2ccncc2)o1)c1ccccc1F	12%	-21%	6%[0.307 µM]	i	8%	-21%	0%[0.307 µM]	5%	-3%
43	FC(F)(F)c1ccc(-c2nc(=S)[nH][nH]2)cc1	20%	-10%	13%	i	i	-9%	0%	-11%	-2%
44	O=C(c1ccco1)N1CCCN(Cc2nc(-c3ccc4c(c3)OCO4)no2)CC1	20%	-5%	-1%	i	-11%	3%	13%	-11%	1%
45	O=C(O)CSCCC(=O)Nc1ccc(F)cc1	22%	-4%	1%	i	-1%[57.5 µM]	-11%	-6%	-7%	1%
46	Cc1cc(C)c(S(=O)(=O)Nc2cccc(S(=O)(=O)NC3=NCCC3)c2)c(C)c1	18%	19%	13%	i	-7%	-2%	-4%	-18%	1%

Screening data (PubChem BioAssay)

Only part of the results is shown; count on the stated rates, not on these rows.
